PPARg SRC-1 ag – PPARgamma agonists recruiting SRC-1 coactivator, primary screen, biochemical; Peroxisome proliferator-activated receptor gamma (Homo sapiens), P37231; PPARgamma-SRC-1 coactivator recruitment biochemical assay; activation, % at 8 µM; 200,000 tested, 0.41% active; AID 631, 2007; in the data active = activation above about 19%;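 note: 0% = DMSO and 100% = reference agonist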
Target sequence (P37231 whole entry, looked up): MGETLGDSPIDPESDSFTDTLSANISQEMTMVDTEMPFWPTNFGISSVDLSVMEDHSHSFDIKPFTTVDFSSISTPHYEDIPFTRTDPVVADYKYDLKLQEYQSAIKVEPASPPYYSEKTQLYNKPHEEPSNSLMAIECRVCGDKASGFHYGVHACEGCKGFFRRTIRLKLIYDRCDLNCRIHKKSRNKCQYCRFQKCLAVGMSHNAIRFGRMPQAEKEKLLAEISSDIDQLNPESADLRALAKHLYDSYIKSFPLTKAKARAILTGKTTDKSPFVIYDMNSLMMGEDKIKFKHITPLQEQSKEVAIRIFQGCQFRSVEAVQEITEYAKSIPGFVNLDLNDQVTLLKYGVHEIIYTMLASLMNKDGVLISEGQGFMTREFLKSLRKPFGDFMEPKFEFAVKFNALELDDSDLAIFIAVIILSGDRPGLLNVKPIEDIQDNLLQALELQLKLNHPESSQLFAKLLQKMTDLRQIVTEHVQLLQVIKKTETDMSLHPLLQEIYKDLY
TR-FRET SRC-2 ct – TR-FRET signal artefacts, primary screen, artefact control for PPARgamma SRC-2 agonist project, biochemical | TR-FRET artefact counter-screen; active compounds read high | TR-FRET ratio at 8 µM | 200,000 tested, 0.4% active | AID 1049, 2008; in the data active = TR-FRET ratio above about 2000; note: inactives centre near 1500
TNAP inh noacc – human TNAP enzyme inhibitors, primary screen, biochemical, luminescent, no phosphate acceptor, uHTS; Alkaline phosphatase, tissue-nonspecific isozyme (Homo sapiens), P05186; purified TNAP, CDP-star luminescence, 30 min; inhibition, % at 20 µM; 200,000 tested, 0.26% active;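 active = tissue-nonspecific alkaline phosphatase inhibition above about 50% at 20 µM in the single-dose screen, limit read from the data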;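 note: 0% = DMSO negative control and 100% = EDTA positive control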
Target sequence (P05186 whole entry, looked up): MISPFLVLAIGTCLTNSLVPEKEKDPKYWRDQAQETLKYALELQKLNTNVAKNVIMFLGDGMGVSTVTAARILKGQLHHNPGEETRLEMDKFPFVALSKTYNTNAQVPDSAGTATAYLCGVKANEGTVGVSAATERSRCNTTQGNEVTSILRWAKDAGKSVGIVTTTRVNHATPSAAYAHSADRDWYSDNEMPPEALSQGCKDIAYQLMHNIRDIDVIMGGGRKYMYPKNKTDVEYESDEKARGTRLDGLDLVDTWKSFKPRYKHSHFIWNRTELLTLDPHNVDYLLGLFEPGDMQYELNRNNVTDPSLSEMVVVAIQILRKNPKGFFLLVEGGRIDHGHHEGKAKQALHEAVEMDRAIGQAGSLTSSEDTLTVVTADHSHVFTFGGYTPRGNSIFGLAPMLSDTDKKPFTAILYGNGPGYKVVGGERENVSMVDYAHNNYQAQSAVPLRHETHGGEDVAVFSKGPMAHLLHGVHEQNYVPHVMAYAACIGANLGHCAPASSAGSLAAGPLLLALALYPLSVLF
bIAP activator – bovine intestinal alkaline phosphatase activators, primary screen, biochemical, bovine IAP, CDP-star luminescence | 200,000 tested, 0.17% active | purified bovine IAP, 30 min; active compounds read high; fold of DMSO-control signal, blank-subtracted | alkaline phosphatase, intestinal [Bos taurus] | activation factor at 20 µM;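 active = activation factor of 2 or more at 20 µM, a signal rise over negative controls twice the positive control's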
TNAP inh hiacc – human TNAP enzyme inhibitors, primary screen, biochemical, luminescent, high phosphate acceptor level, uHTS | Alkaline phosphatase, tissue-nonspecific isozyme (Homo sapiens), P05186 | purified TNAP, CDP-star luminescence, 1 M DEA | inhibition, % at 20 µM | 200,000 tested, 0.03% active;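 active = over 50% inhibition of tissue-nonspecific alkaline phosphatase at 20 µM in the single-dose screen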;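 note: plate controls were DMSO wells for no effect and EDTA-quenched wells as full inhibition for full effect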
PPARg SRC-3 ag – PPARgamma agonists recruiting SRC-3 coactivator, primary screen, biochemical | biochemical PPARgamma/SRC-3 coactivator recruitment assay | 200,000 tested, 0.26% active | activation, % at 8 µM; in the data active = activation above about 23%;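 note: 0% = DMSO and 100% = reference agonist; some compounds past the cut are filed as inactive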
Efa HMGR inh – inhibitors of E. faecalis class II HMGR, primary screen, biochemical, Enterococcus faecalis | AID 1066, 2008 | inhibition, % at 10 µM | HMG-CoA reductase (Enterococcus faecalis, mvaE) | 190,000 tested, 0.41% active | purified E. faecalis HMGR, NADPH absorbance 340 nm kinetic;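 active = inhibition above a set limit, the median over all tested compounds plus 3 SD, cut at about 9.5% in these data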;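 note: enzyme runs in reverse so mevalonate oxidation gives rising NADPH absorbance; 0% = complete reaction with DMSO and 100% = background rate lacking mevalonate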
PPARg SRC-2 ag – agonists of PPARg-SRC-2 recruitment, primary screen, biochemical, HTS; Peroxisome proliferator-activated receptor gamma (Homo sapiens), P37231; PPARgamma LBD-SRC-2 recruitment; activation, % at 8 µM; 200,000 tested, 0.34% active; in the data active = activation above about 22%;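 note: 0% = vehicle and 100% = reference agonist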
TNAP act hiacc – TNAP activators at high phosphate acceptor level, primary screen, biochemical, luminescence, uHTS | AID 1136, 2008 | activation factor at 20 µM | purified TNAP, CDP-star luminescence, 1 M DEA, 30 min; active compounds read high; 0 = EDTA background, 1 = DMSO-only activity | Alkaline phosphatase, tissue-nonspecific isozyme (Homo sapiens), P05186 | 200,000 tested, under 10 active;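 active = activation factor at least 2 at 20 µM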
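Test system – human TNAP · Doses – 20 µM single point · Incubation – 30 min, room temperature · Signal – luminescent substrate turnover signal · Read-out basis – activation factor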
bIAP inh – bovine intestinal alkaline phosphatase inhibitors, primary screen, selectivity assay for TNAP inhibitor project, biochemical, bovine IAP, CDP-star luminescence. 190,000 tested, under 10 active. AID 1019, 2008. purified bovine IAP, 30 min. inhibition, % at 20 µM;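 active = over 50% inhibition of intestinal alkaline phosphatase at 20 µM in the single-dose screen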
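test system = bovine IAP enzyme | medium = DEA buffer 100 mM, pH 9.8, with MgCl2 1.0 mM, ZnCl2 0.02 mM | detection = luminescence | dosing = single compound dose of 20 µM, 2% DMSO final | incubation = 30 min reaction at room temperature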
* hit, by the source's call; · = no result given.

SMILES	PPARg SRC-1 ag	TR-FRET SRC-2 ct	TNAP inh noacc	bIAP activator	TNAP inh hiacc	PPARg SRC-3 ag	Efa HMGR inh	PPARg SRC-2 ag	TNAP act hiacc	bIAP inh
Cc1cccc(-c2nnc(SCc3ccccc3)o2)c1	-2	1559	-12	0.9	-7	7	-1	-4	1.1	10
O=C(Nc1ccccc1)NC1(C(=O)NCc2ccco2)CCCCC1	1	1685	-14	0.9	-5	6	-9	4	1	6
O=C(NCC1CCCO1)c1cccnc1Nc1ccccc1F (stereo not given)	9	1796	-17	0.9	-7	5	0	5	1.1	9
N#C/C(=C\Nc1ccccc1SC(F)(F)F)c1nc(-c2ccccc2)cs1	3	1686	-3	0.9	1	3	4	9	1	14
Cc1sc2ncnc(N3CCCCC3)c2c1C	0	1513	-12	0.8	-6	-6	0	0	1.1	20
Cc1nc2ccccc2n1CC(=O)NCc1ccccc1	-8	1494	-10	1	-5	9	1	11	1.1	3
CCOc1cc(/C=C/C(=O)O)ccc1OCc1ccccc1	-5	1373	2	0.9	3	-5	0	-4	1	5
CN(CCCNC(=O)COc1cc(=O)n(C)c2ccccc12)Cc1ccccc1	9	1670	-14	1	-4	-4	-2	0	1	-1
COc1ccc(C)cc1S(=O)(=O)Nc1cccc(Cl)c1Cl	0	1626	-10	1	-1	14	2	12	1	3
CCOc1ccc(S(=O)(=O)Nc2ccccc2SC)c2cccnc12	-3	1623	-3	0.9	-2	1	-10	1	1	6
CCCc1cc(=O)[nH]c(SCC(=O)c2cc(C)n(CCOC)c2C)n1	6	1781	-17	0.9	-6	-7	-2	5	1.1	7
Cc1cc(C)nc(N(C#N)Cc2ccc(Cl)cc2)n1	-2	1518	-16	1	-8	0	0	-10	1.1	4
Cc1nc2c(ccc3c([N+](=O)[O-])cccc32)c(C)c1C	4	1656	-14	1	-4	4	0	0	1	2
COc1ccc(-c2nnn(CC(=O)N3CCN(c4ccccc4OC)CC3)n2)cc1	4	1420	-4	0.9	-6	7	-3	0	1.1	9
C/C(=N\NS(=O)(=O)c1ccccc1)c1ccc2c(c1)OCCO2	5	1718	-26	0.9	-1	2	-1	-5	1	6
CCOc1ccc(NC(=O)NC2CC(=O)N(c3ccc(OC)cc3)C2)cc1 (stereo not given)	7	1708	-10	1.2	-3	0	-3	6	1	-22
C/C(=N/NC(=O)c1ccc(C)s1)c1cccc(NC(=O)COc2ccc(Cl)cc2C)c1	0	1517	-3	1	-5	-9	-3	-1	1	4
Cc1ccc(C(=O)C2=C(O)C(=O)N(Cc3ccccc3)C2c2cccnc2)o1 (stereo not given)	8	1767	-4	0.9	0	17	0	17	1	7
Cc1ccc(-c2nn(C)c(=O)c3ccccc23)cc1CNC(=O)CSc1nc2ccccc2o1	11	1603	-11	1	-13	5	-2	5	1.1	-1
Cc1cc(C(=O)O)ccc1-n1c(C)ccc1C	-1	1461	·	·	·	0	-5	3	·	·
CNC(=O)c1sc(=S)n(-c2ccc(OC)cc2)c1N	4	1649	-8	0.9	-6	0	-6	-4	1.1	5
CCN(CC)CCOC(=O)c1ccc2c(c1)OCCO2	4	1352	-25	1	-3	-2	-6	3	1	-1
CCCCCCc1ccc(OCC(=O)OC)cc1OCC(=O)OC	-3	1286	-15	1	-8	-5	-9	4	1.1	1
CCOc1cc(/C=C2\SC(=S)N(Nc3ccccc3)C2=O)ccc1O	4	1575	38	0.9	49	-3	-7	3	0.5	6
COC(=O)CNC(c1ccccc1)c1cc(C)ccc1NC(=O)CNC(=O)OCc1ccccc1 (stereo not given)	-3	1701	0	1.1	-4	-2	-1	8	1	-7
CCC(=O)OCC(=O)c1c(N)n(Cc2ccccc2)c(=O)n(C)c1=O	-12	1619	-1	1.1	-4	2	0	-5	1	-6
CCC(C)(C)NC(=O)CCCSc1nc2ccccc2s1	4	1633	-7	1.1	1	1	-3	5	1	-13
Nc1nc2ccccc2n1/N=C/c1ccc(-c2ccccc2)o1	3	1649	-6	1	-2	-5	-3	-3	1	-1
COC(=O)c1cc(C(=O)Nc2cccc(C)n2)cc([N+](=O)[O-])c1	0	1558	-8	0.8	2	-5	-3	11	1	16
O=C(Cn1c(=O)c2c(ncn2Cc2ccccc2)n(Cc2ccccc2)c1=O)N1CCCC1	-3	1551	-2	1	-9	-5	0	-2	1.1	0
Cc1cc(C)cc(OCC(=O)OCc2nnc(-c3ccccc3)o2)c1	0	1630	-8	0.9	1	-4	2	-2	1	10
N#C/C(=C(/O)COC(=O)CCc1ccc(S(=O)(=O)N2CCOCC2)cc1)c1nc2ccccc2[nH]1	13	1679	-16	1	-3	-1	3	7	1	-5
COCCNC(C)C(=O)Nc1ccc(Br)cc1 (stereo not given)	3	1567	-15	1	-7	0	-4	-4	1.1	1
CCN1CCN(C(=O)c2ccc(N3CC4CC(C3)c3cccc(=O)n3C4)c([N+](=O)[O-])c2)CC1 (stereo not given)	2	1716	-8	0.9	-1	5	0	1	1	8
O=C(COC(=O)CNC(=O)C1CCCCC1)Nc1ccc(Cl)cn1	6	1403	·	·	·	8	-7	2	·	·
O=C1c2ccccc2-c2c1cccc2C(=O)N(CCO)CCO	-3	1626	-8	0.9	1	-6	2	3	1	14
O=C(c1ccc2c(c1)N(Cc1ccccc1)CCS2)N1CCCCC1	15	1535	-10	0.9	2	12	-5	12	1	8
CCC(=O)Oc1ccc2ccccc2c1CNC(=O)c1ccccc1	-2	1596	-5	0.9	0	5	4	-2	1	8
O=C(CN1CCCCCC1)N1c2ccccc2Sc2ccc(C(F)(F)F)cc21	1	1688	-8	0.9	-3	11	-4	5	1	11
O=C(COc1ncnc2ccccc12)N1CCOCC1	0	1614	-11	0.9	-1	-7	-1	-2	1	14
O=c1c2cc(N3CCOCC3)ccc2[nH]c(=S)n1Cc1ccccc1Cl	0	1679	-8	0.9	-4	4	-6	-3	1	12
Cn1nnnc1SCC(=O)NCCc1ccc(Cl)cc1	3	1518	-6	1.1	-8	4	-4	13	1.1	-6
CS(=O)(=O)NCCNC(=O)c1cc(OCC(F)(F)F)ccc1OCC(F)(F)F	4	1760	-8	1	2	5	-8	14	1	-4
Cc1ccc(NN=C2C(=O)OC(C)(C)OC2=O)c(C)c1	1	1467	-4	0.7	0	3	0	3	1	25
O=C(Cc1ccc(-n2c(=O)c3ccccc3n(Cc3ccccc3Cl)c2=O)cc1)NCC1CCCO1 (stereo not given)	4	1374	-14	1.1	-1	3	-3	-4	1	-14
Cc1cc(NC(=O)c2cc(-c3cccc(Cl)c3)on2)no1	2	1479	-12	0.9	-2	2	-1	5	1	11
COc1ccc(/C=N/NC(=O)CNC(=O)c2cccs2)cc1	6	1751	8	1	-1	2	2	3	1	-2
CSc1ncccc1C(=O)Nc1nnc(C2CC2)s1	6	1510	-8	1.1	0	-2	-9	-2	1	-10
Cc1ccc2c3c1C(=O)C(=O)N3C(C)(C)CC2C (stereo not given)	6	1617	-3	0.9	2	-2	1	-4	1	10
COc1cc2[nH]c(=O)n(CCCCCC(=O)NCCCN3CCOCC3)c(=O)c2cc1OC	-2	1475	-6	1	1	-5	0	-1	1	-1
O=c1c2ccccc2nc2n1CC/C2=C\c1ccccc1[N+](=O)[O-]	-9	1393	-11	0.9	-6	0	-2	-6	1.1	10
COC(=O)N1CCN(c2ccc(C)c(C)c2)CC1	3	1244	-9	1.1	-5	-5	-2	-9	1.1	-9
CCOc1ccc(C=Nc2cccc3ncccc23)cc1	-3	1361	2	1	6	0	-1	-2	0.9	1
Cc1nc2ccc(C(=O)N3CCSCC3)cc2s1	-6	1411	-13	0.9	-4	4	-3	-3	1	7
Cc1cc(NC(=O)CSc2ccc3nnc(-c4cccc(F)c4)n3n2)no1	-5	1516	-9	0.9	-2	5	-1	-4	1	5
CCOc1cc(/C=N/NC(=O)CCc2n[nH]c(=O)[nH]c2=O)ccc1O	16	1922	-6	1	-2	1	-7	8	1	4
O=C(NCc1ccco1)c1cc(-c2ccco2)on1	10	1529	-20	0.8	-5	4	-6	8	1.1	19
O=C(Nc1ccccc1F)c1ccc(-n2cncn2)nc1	1	1617	-1	0.9	-2	10	-2	23*	1	7
COc1ccc(CCCNC(=O)CC#N)cc1OC	3	1554	0	1	-5	7	-4	-8	1.1	2
O=C(NCc1cccs1)c1ccccc1	5	1472	8	0.9	-2	1	-3	5	1	6

One compound at a time, as listed above. Order of values: PPARg SRC-1 ag, TR-FRET SRC-2 ct, TNAP inh noacc, bIAP activator, TNAP inh hiacc, PPARg SRC-3 ag, Efa HMGR inh, PPARg SRC-2 ag, TNAP act hiacc, bIAP inh
Entry for COC(=O)N1CCN(c2ccc(C)c(C)c2)CC1 → 3, 1244, -9, 1.1, -5, -5, -2, -9, 1.1, -9
Entry for Cc1ccc(NN=C2C(=O)OC(C)(C)OC2=O)c(C)c1 → 1, 1467, -4, 0.7, 0, 3, 0, 3, 1, 25
Entry for O=c1c2ccccc2nc2n1CC/C2=C\c1ccccc1[N+](=O)[O-] → -9, 1393, -11, 0.9, -6, 0, -2, -6, 1.1, 10
Entry for Cc1cc(NC(=O)c2cc(-c3cccc(Cl)c3)on2)no1 → 2, 1479, -12, 0.9, -2, 2, -1, 5, 1, 11
Entry for Cc1ccc2c3c1C(=O)C(=O)N3C(C)(C)CC2C (stereo not given) → 6, 1617, -3, 0.9, 2, -2, 1, -4, 1, 10

(listing goes on)
SMILES	PPARg SRC-1 ag	TR-FRET SRC-2 ct	TNAP inh noacc	bIAP activator	TNAP inh hiacc	PPARg SRC-3 ag	Efa HMGR inh	PPARg SRC-2 ag	TNAP act hiacc	bIAP inh
Cn1c(SCC(=O)NC(C)(C)C)nnc1-c1cccc(NC(=O)c2ccccc2F)c1	5	1684	-9	0.9	-2	-1	-2	3	1	11
CCOc1ccccc1C(=O)NCC(=O)OCC(=O)c1ccc2c(c1)OCCO2	0	1592	-7	1	1	3	0	5	1	3
N#CC(C(=O)C12CC3CC(CC(C3)C1)C2)c1nc2ccccc2[nH]1 (stereo not given)	1	1758	-10	1	-3	4	-8	5	1	-3
O=C(CC(=O)Nc1ccc(Cl)c(Cl)c1)N/N=C/c1ccc(O)cc1	-7	1488	-18	0.9	-6	-2	-3	-3	1.1	7
Cc1cc(NS(=O)(=O)c2ccc(NC(=O)CSc3nc4sc(C(=O)O)c(C)c4c(=O)[nH]3)cc2)no1	-4	1621	-3	1	-1	4	-3	10	1	-2
O=C(Nn1c(O)c(C=C2N=c3ccccc3=N2)sc1=S)c1cccc(Cl)c1	15	1764	2	0.9	10	27*	0	15	0.9	12
CCN(CC)C1CC(=O)N(c2cccc(C)c2)C1=O (stereo not given)	-2	1646	-2	1	-3	-3	-7	0	1	4
O=C(CC1C(=O)NCCN1CC1CCCCC1)NCc1ccc(F)cc1F (stereo not given)	6	1441	-4	1.3	-5	5	-5	3	1	-26
CCOc1cccc(-c2nnc3sc(C4CCCCC4)nn23)c1	0	1464	0	0.9	-10	-10	-8	-3	1.1	9

Compound activity: PubChem, several laboratories
